DNMT1 inh: DNMT1 (human) enzyme inhibition; DNMT1 molecular beacon, Hinp1I cleavage, fluorescence; inhibition (reported as % activation of signal), % at 10 µM; 360,000 tested, 0.83% active; in the data active means inhibition above about 50%
SUMO1-SIM PPI: SUMO1-SIM interaction modulation | P63165 | inhibition, % at 20 µM | 360,000 tested, 0.33% active | SUMO1 binding to a labelled peptide, TR-FRET, 1 h | AID 602429; in the data active means inhibition above about 37%
Target sequence (P63165 whole entry, looked up): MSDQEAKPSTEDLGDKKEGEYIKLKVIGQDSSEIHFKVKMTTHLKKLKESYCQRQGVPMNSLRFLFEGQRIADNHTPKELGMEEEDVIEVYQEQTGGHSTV
CSN deneddyl inh: blocks human CSN-mediated cullin deneddylation; Purified CSN, SCF-Nedd8-OG deneddylation, fluorescence polarization; Q92905; 360,000 tested, 0.38% active; inhibition, % at 12.5 µM;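 active means pattern-corrected inhibition above about 35%, with an unprinted fluorescence ratio check between 0.5 and 1.5, limit read from the data, passing the limit was not always enough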;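 further: 0% = enzyme with substrate and 100% = substrate without enzyme; some results filed as inactive read as strong as hits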
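Test system: Human Csn5 produced in HEK293T cells | Compound: 12.5 µM single point | Times: 90 min, room temperature | Signal: Fluorescence polarization readout | Read-out basis: % inhibition of substrate cleavage by Csn5 | Controls: no-enzyme wells high, enzyme-with-substrate wells low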
Rpn11 block: inhibitors of human proteasome Rpn11. O00487. human 26S proteasome, Ub4-pepOG fluorescence polarization; 20S core pre-blocked with epoxomicin. calls only at 20 µM. 360,000 tested, 0.59% active;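 active means inhibition at 20 µM, scaled to each plate's controls, above about 33%, limit read from the data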
PABP1 MLLE inh: inhibitors of microRNA-mediated deadenylation, human PABP1 MLLE binding | GST-MLLE / FITC-PAM2 fluorescence polarization | inhibition, % at 20 µM | 360,000 tested, 0.36% active; in the data active means inhibition above about 35%, passing the limit was not always enough;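 further: plate controls were DMSO wells with GST-MLLE for no effect and wells lacking GST-MLLE protein for full effect; some results filed as inactive read as strong as hits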
Target sequence (P11940 whole entry, looked up): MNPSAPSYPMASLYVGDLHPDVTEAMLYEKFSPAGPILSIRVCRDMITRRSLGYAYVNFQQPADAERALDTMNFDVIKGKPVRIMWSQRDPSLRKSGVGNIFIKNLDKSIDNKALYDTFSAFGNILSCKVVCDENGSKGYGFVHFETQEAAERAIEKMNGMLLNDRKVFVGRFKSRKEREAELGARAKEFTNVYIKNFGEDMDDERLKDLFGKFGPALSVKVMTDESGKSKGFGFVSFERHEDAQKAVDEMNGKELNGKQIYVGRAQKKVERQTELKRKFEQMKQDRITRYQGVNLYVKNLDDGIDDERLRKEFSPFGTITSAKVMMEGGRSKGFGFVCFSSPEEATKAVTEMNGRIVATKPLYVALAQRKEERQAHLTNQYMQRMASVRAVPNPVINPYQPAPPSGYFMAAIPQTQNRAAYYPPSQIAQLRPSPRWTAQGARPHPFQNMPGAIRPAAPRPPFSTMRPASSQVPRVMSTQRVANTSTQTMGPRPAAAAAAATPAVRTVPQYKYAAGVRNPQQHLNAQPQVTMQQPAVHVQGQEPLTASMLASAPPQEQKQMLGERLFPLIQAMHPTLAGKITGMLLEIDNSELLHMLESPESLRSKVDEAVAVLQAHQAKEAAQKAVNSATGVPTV
LMPTP inh: LMPTP (human) inhibition; P24666; recombinant LMPTP-A, OMFP fluorogenic substrate, fluorescence intensity; inhibition, % at 20 µM; 360,000 tested, 0.22% active; AID 651560;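 active means compounds that cut the enzyme signal by at least half of the control window in the single-dose screen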;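 further: plate controls were DMSO wells with enzyme plus substrate for no effect and substrate without enzyme for full effect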
Target sequence (P24666 whole entry, looked up): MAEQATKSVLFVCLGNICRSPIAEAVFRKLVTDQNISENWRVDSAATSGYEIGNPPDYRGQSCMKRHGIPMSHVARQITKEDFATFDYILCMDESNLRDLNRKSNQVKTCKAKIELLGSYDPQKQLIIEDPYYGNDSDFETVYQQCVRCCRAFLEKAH
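test system = LMPTP-A | amount = 0.625 nM LMPTP-A final | reagent = fluorogenic phosphatase substrate OMFP at 400 µM final | incubation = 50 min at room temperature | benchmarks = no-enzyme low control, uninhibited high control | medium = Bis-Tris pH 6.0, DTT, detergent | signal = fluorescence intensity of OMFP turnover product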
STEP inh: inhibitors of human striatal-enriched phosphatase STEP; recombinant STEP, OMFP fluorogenic substrate, fluorescence; AID 588621; inhibition, % at 20 µM; 360,000 tested, 0.25% active;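 active means inhibition at 20 µM, scaled per plate between control wells, above about 37%, limit read from the data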;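 further: 0% = DMSO with enzyme and substrate and 100% = substrate only without enzyme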
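Test system: STEP tyrosine phosphatase / Reagent: OMFP at 25 µM / Doses: 20 µM, 1% DMSO / Read-out: percent inhibition scaled to no-enzyme and uninhibited-enzyme controls, plate-pattern corrected / Detection: FITC-channel fluorescence of OMFP product / Medium: Bis-Tris buffer pH 6.0, 2.5 mM DTT, 0.005% Tween 20 / Schedule: 20 min at room temperature, dark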
NadD block: inhibitors of Staphylococcus aureus NadD; 360,000 tested, 0.78% active; inhibition, % at 20 µM; AID 602399; purified NadD enzyme, colorimetric absorbance read-out; in the data active means inhibition above about 26%; further: some compounds past the cut are filed as inactive
Scp-1 inhibitor: inhibitors of human Scp-1 phosphatase | 340,000 tested, 0.88% active | AID 493091 | Q9GZU7 | Recombinant Scp1, phosphopeptide, malachite green phosphate absorbance | inhibition, % at 20 µM;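 active means inhibition above about 50% at 20 µM, limit read from the data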;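 further: plate controls were DMSO wells with enzyme for no effect and wells lacking enzyme for full effect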
Target sequence (Q9GZU7 76-261 limits assumed): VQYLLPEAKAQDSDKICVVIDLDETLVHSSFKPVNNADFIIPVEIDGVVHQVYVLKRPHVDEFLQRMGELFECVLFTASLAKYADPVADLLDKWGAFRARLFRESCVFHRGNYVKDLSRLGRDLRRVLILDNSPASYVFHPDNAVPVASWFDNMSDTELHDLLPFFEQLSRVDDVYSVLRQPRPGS
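System: SCP-1 catalytic domain; Reagent: Phospho 17-mer peptide substrate; Doses: one concentration, 20 µM, with 1.0% DMSO; Incubation: 45 min room-temperature reaction, 5 min colour, 30 min stabiliser; Signal: Phosphate-binding colour reagent, absorbance read at 630 nm.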
Tb MetRS inh: Trypanosoma brucei MetRS inhibition; purified T. brucei MetRS, ATP depletion, Kinase-Glo luminescence; inhibition, % at 11.9 µM; 360,000 tested, 0.4% active;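 active means inhibition above a per-plate cutoff of the control wells' mean inhibition plus 3 SD, cut at about 5.5% in these data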;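 further: 0% = DMSO wells median and 100% = median of wells with control inhibitor compound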
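Assay system: T. brucei methionyl-tRNA synthetase, purified | Medium: HEPES buffer with MgCl2, KCl, DTT, spermine, BSA, pyrophosphatase | Compound: 11.9 µM single point | Incubation: 15 min enzyme-compound preincubation, 2 h reaction, 10 min detection, 25 °C | Measured by: Kinase-Glo luciferase luminescence reporting remaining unconsumed ATP | Measure: % inhibition normalized to control-well medians | Replication: Singlicate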
Active calls of the source: *; i = inactive; x = not tested or not shown.

canonical_smiles,DNMT1 inh,SUMO1-SIM PPI,CSN deneddyl inh,Rpn11 block,PABP1 MLLE inh,LMPTP inh,STEP inh,NadD block,Scp-1 inhibitor,Tb MetRS inh
CCN(CC)C(=O)c1c[nH]c2ccc(S(=O)(=O)Nc3cc(C)cc(C)c3)cc2c1=O,17,1,-4,i,3,1.2,3,4,13,1.0
Cc1ccc(CSc2nnc(-c3ccncc3)n2C)cc1,6,10,-3,i,8,-0.3,0,-1,-2,-2.2
O=C(O)c1ccccc1NS(=O)(=O)c1cccc(NS(=O)(=O)c2cc(Br)ccc2Br)c1,7,18,-1,i,5,3.8,1,2,33,0.7
O=C(COc1ccc([N+](=O)[O-])cc1)NNC(=O)Nc1cccc(F)c1,-4,-20,5,i,-15,0.6,0,0,-2,0.8
CC1=C([N+](=O)[O-])C(c2ccccc2Cl)NC(=O)N1 (stereo not drawn),0,-13,-6,i,-9,-1.1,-3,0,0,-0.1
CCCCn1nnnc1NCc1ccc(N(CC)CC)cc1,2,-4,7,i,-8,-3.8,1,-1,-13,-0.6
COc1cc(/C=C(\NC(C)=O)C(=O)O)cc(OC)c1OC,3,-2,0,i,-10,-1.3,-2,-5,-11,-0.7
O=C(NCCCc1ccccc1)C(=O)NCC1OCCN1S(=O)(=O)c1cc(F)ccc1F (stereo not drawn),-5,6,2,i,-2,1.2,-3,-3,-9,-0.1
CCOCC(=O)Nc1ccc(S(=O)(=O)Nc2ncccn2)cc1,6,1,3,i,19,-1.8,-3,-5,-2,-0.7
COc1ccc(NC(=O)CNCc2ccc(Cl)cc2)cc1S(=O)(=O)N1CCOCC1,3,6,-10,i,-5,-1.7,-1,-3,-10,0.1
CCCCCn1ccc(=N)cc1,4,-2,-1,i,-114,-1.0,0,-1,7,-1.4
CCC(C(=O)NCCc1ccco1)n1nc(C)c2c(C)n(-c3ccccc3)nc2c1=O (stereo not drawn),-1,0,-4,i,-13,-1.2,-3,-4,-6,0.0
Cc1c(C(=O)Nc2ccc3c(c2)OCO3)sc2nc(-c3ccccc3)cn12,-10,-3,3,i,-1,3.0,1,20,-1,-0.3
COCCN1C(=O)CS/C1=C(/C#N)C(=O)NCc1ccco1,-1,-5,-3,i,-33,-0.7,-5,-2,-2,1.3
CC(OC(=O)c1cc(=O)[nH]c2ccccc12)C(=O)Nc1ccccc1F (stereo not drawn),0,-15,-6,i,-55,-0.8,-2,1,-1,-0.6
CCN(CC)S(=O)(=O)c1ccc(C(=O)NCC(c2ccc(OC)cc2)N2CCOCC2)cc1 (stereo not drawn),1,2,-5,i,-7,-1.8,-1,1,-6,0.3
Cc1ccc(C(=O)OCC(=O)NC(C)C2CC3CCC2C3)cc1N (stereo not drawn),1,-2,-1,i,3,-1.1,-1,-1,-4,0.1
C=CCn1c(=N)n(CC(=O)c2ccc(Cl)cc2)c2ccccc21,1,-2,-3,i,16,1.9,-1,-2,-5,1.5
CCCCn1c(=N)n(CC(=O)O)c2ccccc21,-5,-1,-12,i,1,-1.6,-1,-5,-3,-1.0
CCOC(=O)Nc1ccc2c(CN3CCN(S(=O)(=O)c4ccccc4F)CC3)cc(=O)oc2c1,-1,-16,4,i,-2,1.1,-4,6,7,-0.3
S=C(Nc1ccc(N2CCOCC2)cc1)Nc1ccc2nc(-c3ccco3)c(-c3ccco3)nc2c1,-7,26,45,i,92,12,-10,42*,4,-1.2
Cn1nc(-c2ccc(Cl)cc2)cc1NC(=O)CSCC(=O)O,2,3,-2,i,12,-2.5,3,-5,-5,-0.4
COc1ccc(Cc2nnc(NC(=O)c3cc(OC)c(OC)c(OC)c3)s2)cc1,1,-4,-5,i,-6,0.7,-1,-1,-1,-0.7
Cc1cccc(OC(=O)c2ccncc2)c1C,-3,-2,-1,i,5,-0.4,-3,-3,-1,-0.7

Quoted from the entries so far for reference:
canonical_smiles,DNMT1 inh,SUMO1-SIM PPI,CSN deneddyl inh,Rpn11 block,PABP1 MLLE inh,LMPTP inh,STEP inh,NadD block,Scp-1 inhibitor,Tb MetRS inh
COc1ccc(Cc2nnc(NC(=O)c3cc(OC)c(OC)c(OC)c3)s2)cc1,1,-4,-5,i,-6,0.7,-1,-1,-1,-0.7
Cc1cccc(OC(=O)c2ccncc2)c1C,-3,-2,-1,i,5,-0.4,-3,-3,-1,-0.7

(cont.)
canonical_smiles,DNMT1 inh,SUMO1-SIM PPI,CSN deneddyl inh,Rpn11 block,PABP1 MLLE inh,LMPTP inh,STEP inh,NadD block,Scp-1 inhibitor,Tb MetRS inh
COc1cc2nn(-c3ccccc3N)nc2cc1OC,-3,-5,5,i,-13,-0.8,0,-1,x,-0.1
CCOc1ccc(NC(=O)COc2nsnc2N2CCCCC2)cc1,-4,0,2,i,15,1.6,-7,-8,0,-0.7
NC(=S)NNC(=O)COc1ccccc1O,29,28,-6,i,6,-1.6,-4,-6,-16,0.1
Cc1cc(C)c(C#N)c(SCC(=O)N(CCC#N)c2ccc3c(c2)OCCO3)n1,0,3,2,i,-1,0.6,0,-1,32,-0.4
CN(CC(=O)NC1CC1)S(=O)(=O)c1ccc(Br)cc1,1,-1,-5,i,-5,-2.2,1,-3,2,-0.4
Cn1c(=O)c(S(=O)(=O)C(C)(C)C)c(O)c2ccccc21,6,0,1,i,1,-0.9,-4,0,-11,-0.3
COc1ccc(N2CCN(CC(=O)Nc3ncc(C)s3)CC2)cc1,3,1,3,i,-10,-1.1,-1,-7,-7,-1.2
O=C(NCc1ccc2c(c1)CCO2)Nc1ccccc1,0,-1,4,i,1,-2.3,-3,1,0,4.2
O=C1CN(C(=O)N[C@@H](Cc2ccccc2)C(=O)N[C@@H](C(=O)O)c2ccccc2)c2ccccc2N1,3,4,3,i,3,-2.3,2,3,-5,-0.5
CC(C)Cc1cc(C(=O)N2CCCC(CO)(Cc3ccc(F)cc3)C2)no1 (stereo not drawn),-7,1,3,i,-9,0.7,0,-5,7,-1.1
CCOc1ncccc1C(=O)OCc1ccccc1,3,0,-6,i,-7,-0.5,0,-5,-13,-0.9
CCN1CCN(c2cc(C)c3cc(NC(=S)N4CCCC4)ccc3n2)CC1,-1,-1,2,i,-81,2.7,1,-9,-1,-0.5
CCOc1ccc(C(=O)NCC(=O)N2CCC3(CC2)NCCc2[nH]cnc23)cc1,-4,3,-3,i,-6,-3.3,-1,-11,-6,0.5
N#Cc1nc(-c2cccc3ccccc23)oc1NCCN1CCOCC1,-1,-12,2,i,-4,2.5,-4,-10,-3,-0.5
CC1(C)CC(NC(=O)C(Cl)(Cl)Cl)CC(C)(C)N1,6,-1,-2,i,7,-1.6,2,2,-1,0.1
O=C(NCc1ccc(Cl)cc1)c1noc2c1CCCC2,0,10,9,i,-10,0.2,-5,-7,-11,-1.0

Among those listed so far, these contain a cyano group:
canonical_smiles,DNMT1 inh,SUMO1-SIM PPI,CSN deneddyl inh,Rpn11 block,PABP1 MLLE inh,LMPTP inh,STEP inh,NadD block,Scp-1 inhibitor,Tb MetRS inh
COCCN1C(=O)CS/C1=C(/C#N)C(=O)NCc1ccco1,-1,-5,-3,i,-33,-0.7,-5,-2,-2,1.3
Cc1cc(C)c(C#N)c(SCC(=O)N(CCC#N)c2ccc3c(c2)OCCO3)n1,0,3,2,i,-1,0.6,0,-1,32,-0.4
N#Cc1nc(-c2cccc3ccccc23)oc1NCCN1CCOCC1,-1,-12,2,i,-4,2.5,-4,-10,-3,-0.5

Next section
canonical_smiles,DNMT1 inh,SUMO1-SIM PPI,CSN deneddyl inh,Rpn11 block,PABP1 MLLE inh,LMPTP inh,STEP inh,NadD block,Scp-1 inhibitor,Tb MetRS inh
O=C(NCc1ccc(F)cc1F)[C@@H]1CCCN1C(=O)[C@@H]1CCCN1,x,-2,-5,x,x,0.1,x,0,x,-1.7
N/C(=N\O)c1ccccc1N1CCCCC1,-1,-2,-6,i,-8,0.7,-4,-1,-9,-3.0
CCOc1ccccc1/C=N/NC(=O)c1cc(C(C)C)[nH]n1,1,-1,8,i,-5,0.8,3,-4,-5,-0.1
O=C(NCCc1ccccc1)C1CCCN(C(=O)Nc2ccc(F)cc2)C1 (stereo not drawn),0,-2,2,i,2,0.0,0,-3,-5,-0.9
COc1ccc2c(c1OC)C(=O)N1c3cccc(Cl)c3C(=O)OC21 (stereo not drawn),2,1,3,i,-2,-0.2,-3,-2,-3,0.0
O=C(CC1CCCCC1)NCCCN1CCOCC1,0,3,-1,i,-11,-0.6,1,1,3,-0.2
CCOC(=O)N1CCN(C(=O)c2ccc(CNS(=O)(=O)c3ccc(OC)cc3)cc2)CC1,1,-3,-5,i,-19,-1.1,0,-5,1,-1.6
COc1ccccc1NC(=O)c1cc2ccccc2o/c1=N\O,5,-3,0,i,7,-0.3,7,8,3,-0.1

Some entries already given with just SUMO1-SIM PPI and Tb MetRS inh.
canonical_smiles | SUMO1-SIM PPI | Tb MetRS inh
CCOc1ccccc1/C=N/NC(=O)c1cc(C(C)C)[nH]n1 | -1 | -0.1
O=C(NCCc1ccccc1)C1CCCN(C(=O)Nc2ccc(F)cc2)C1 (stereo not drawn) | -2 | -0.9
COc1ccc2c(c1OC)C(=O)N1c3cccc(Cl)c3C(=O)OC21 (stereo not drawn) | 1 | 0.0
O=C(CC1CCCCC1)NCCCN1CCOCC1 | 3 | -0.2
CCOC(=O)N1CCN(C(=O)c2ccc(CNS(=O)(=O)c3ccc(OC)cc3)cc2)CC1 | -3 | -1.6
COc1ccccc1NC(=O)c1cc2ccccc2o/c1=N\O | -3 | -0.1

Further results.
canonical_smiles,DNMT1 inh,SUMO1-SIM PPI,CSN deneddyl inh,Rpn11 block,PABP1 MLLE inh,LMPTP inh,STEP inh,NadD block,Scp-1 inhibitor,Tb MetRS inh
CCc1nn(CC(=O)NCCCN2CCOCC2)c(=O)c2cc3sccc3n12,3,1,1,i,9,0.3,-1,-1,-7,0.7
CC(=O)c1ccc(N2CCN(C(=O)c3ccc(NC(=O)C4CCCO4)cc3)CC2)cc1 (stereo not drawn),-2,-2,4,i,-10,-1.7,-7,8,-7,-0.2
CCc1nc2ccc(C(=O)Nc3ccc(OC)c(OC)c3)cn2c1N(C)Cc1ccc(OC)cc1,-8,4,-3,i,10,3.0,2,0,x,0.2
CC1CCCCC1NC(=O)CSc1nnc(-c2ccncc2)n1CCCN(C)C (stereo not drawn),5,2,-4,i,2,-3.2,-3,-6,19,-0.3

Assay outcomes deposited in PubChem by several laboratories.
